# Arr AP2 block: human beta-arrestin and AP2 interaction inhibition; actives 0.31% (n = 340,000); FITC-arrestin peptide / GST-AP2 beads, flow cytometry; AP2 beta2 appendage carries R879A mutation; AID 504490; inhibition, % at 10 µM;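 active = inhibition above a set limit, near 3 SD of compounds lacking own fluorescence, cut at about 54% in these data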;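 note: plate controls were DMSO wells for no effect and 5 µM unlabelled arrestin peptide for full effect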
#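 Material – GST-tagged AP2 beta2-adaptin appendage (R879A) on 4 µm glutathione beads · Probe or stimulus – fluorescein-tagged arrestin peptide at 50 nM final · Timing – 12 min plus 1 h, RT · Detection – bead flow cytometry, FITC channel · Read-out basis – inhibition as reduced fluorescein signal on beads, percent · Medium – PBS plus Tween 20 (0.05%) and BSA (0.1%)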
# DAGLB inhibitor: blocks human DAGLB lipase activity; inhibition, % at 5.17 µM; AID 504411; Q8NCG7; actives 0.059% (n = 340,000); HEK293T DAGLB membrane lysate, EnzChek fluorogenic substrate; in the data active = inhibition above about 34%;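 note: 0% = enzyme with vehicle and 100% = wells lacking enzyme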
# PvdQ acylase: P. aeruginosa PvdQ acylase inhibition. purified PvdQ acylase, fluorescence plate reader. inhibition, % at 10 µM. actives 0.063% (n = 340,000). AID 488965; in the data active = inhibition above about 30%, passing the limit was not always enough;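 note: 0% = vehicle neutral wells and 100% = reference inhibitor wells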
# Keap1 Nrf2 FP: Keap1-Nrf2 (human) interaction inhibition; Keap1 Kelch-Nrf2 peptide fluorescence polarization, 1536-well; inhibition, % at 9.4 µM; actives 0.15% (n = 340,000); AID 504523; in the data active = inhibition above about 12%;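 note: human Keap1 Kelch domain with fluorescein labeled Nrf2 9mer peptide probe; 0% = neutral control wells and 100% = peptide positive control; higher means more block of Keap1 binding to Nrf2 peptide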
# SR-BI DiI-HDL act: SR-BI HDL lipid transfer activation | CHO ldlA[mSR-BI] cells, DiI-HDL uptake fluorescence, 3 h; 100 = double the neutral-control signal | activation, % at 12.5 µM | actives 0.096% (n = 320,000) | AID 504775;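 active = mean replicate activation of at least 60% and every replicate at or above 60%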;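 note: 0% = median plate neutral-control signal and 100% = twice that signal; values of inactives mirror those of a sister screen read the other way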
#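 Assay system: CHO ldlA[mSR-BI] cells, LDL receptor-null, SR-BI overexpressing; medium: Ham's F12 with 0.5% BSA, HEPES 25 mM, pH 7.4; also added: DiI-HDL 10 µg/mL; timing: 3 h uptake period with compound, 37 °C; signal: DiI fluorescence, bottom read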
# NSD2 HMT inh: inhibitors of human histone methyltransferase NSD2; NSD2 peptide methylation, AlphaScreen, 120 min; inhibition, % at 12.5 µM; actives 0.54% (n = 310,000); AID 743445; in the data active = inhibition above about 50%
# SR-BI HDL uptake: blocks mouse SR-BI lipid uptake from DiI-HDL; Q61009; ldlA[mSR-BI] CHO cells, DiI-HDL uptake fluorescence, 3 h; inhibition, % at 12.5 µM; actives 0.96% (n = 320,000); AID 488896;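 active = mean replicate inhibition of at least 70% and a set share of replicates each scoring 70 or more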;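 note: 0% = median of neutral control wells and 100% = median of positive control wells; values of inactives mirror those of a sister screen read the other way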
# PKA-R2B activ: activators of human PKA-R2B complex. P22694+P31323. PKA-R2B holoenzyme dissociation, Cy5-IP20 fluorescence polarization; R2B truncated from residue 108, S112A mutant; 0% DMSO only, 100% 113 µM cGMP. activation, % at 11.4 µM. actives 0.079% (n = 340,000). AID 504700;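 active = activation above a cutoff set at the mean over all compounds plus 3 SD, cut at about 18% in these data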;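 note: higher means more holoenzyme dissociation and a rise in polarization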
# C-LANA FP: blocks KSHV LANA C-terminal domain binding to DNA. MBP-C-LANA/FAM-LBS DNA binding, fluorescence polarization. inhibition, % at 9 µM. actives 0.078% (n = 340,000). AID 504423;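 active = highest replicate inhibition at or above 60% at 9 µM, even if other replicates fall short; inactive = all replicates below 60% inhibition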;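 note: 0% = neutral control wells and 100% = 4 µM acridine orange control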
# Cardiac RTF inh: cardiac RTF calcium desensitization | P19429+P45379 | AID 493244 | IANBD-labeled cardiac RTF, Ca2+ fluorescence | inhibition, % at 7.15 µM | actives 0.12% (n = 340,000);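 active = inhibition above the mean inhibition of all tested compounds plus 3 SD, cut at about 17% in these data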;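 note: assay run at fixed EC70 calcium of 1.6 mM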
# * hit, by the source's call; · = not tested or not shown; & = joins results of further samples.
SMILES,Arr AP2 block,DAGLB inhibitor,PvdQ acylase,Keap1 Nrf2 FP,SR-BI DiI-HDL act,NSD2 HMT inh,SR-BI HDL uptake,PKA-R2B activ,C-LANA FP,Cardiac RTF inh
COc1ccccc1OCC(=O)N1CCCC(N2CCN(c3ccc(F)cc3)CC2)C1 (stereo unspecified),-6,1,-12,-1,-69,-1,69,-8,-1.0,-2
Cc1ccccc1-n1c(O)c(/C=N/c2nccs2)c(=O)[nH]c1=O,7&10,-2&-1,-4&-5,0&-9,10&11,-2&-1,-10&-11,-7&6,-4.1&-0.9,5&-10
COc1cc2c(c(OC)c1OC)-c1ccc(O)c(=O)cc1[C@@H](N)CC2,12,4,3,0,7,·,-7,-4,-0.5,0
CCOc1cc2c(cc1OCC)-n1cccc1C(c1ccccc1OC)NC2 (stereo unspecified),-25,1,-2,4,-9,14,9,-11,-0.5,-8
Cc1ccc(C2CC(=O)C(C=NCCN3CCN(C(=O)Cc4ccccc4)CC3)=C(O)C2)cc1 (stereo unspecified),11,-1,10,4,-5,1,5,1,0.4,-15
C=CCn1c(O)c(C(C)=NCCC(c2ccccc2)c2ccccc2)c(=O)[nH]c1=O,23,4,-10,0,12,-3,-12,9,-1.4,9
Nc1nonc1C(=O)N/N=C/c1ccc([N+](=O)[O-])o1,9,0,9,2,7,8,-7,-10,7.2,2
O=C1NC(=S)NC(=O)C1c1ccccc1,19,0,4,-1,4,2,-4,1,3.0,1
O=c1[nH]c(O)c(C=NCCc2ccccc2)c(=O)[nH]1,-12,1,-13,0,15,0,-15,-8,0.7,-1
O=C(N/N=C/c1c(O)n(C2CCCCC2)c(=S)[nH]c1=O)c1ccccc1,-2,11,0,-3,-15,-2,15,-3,0.0,1
COc1cc(/C=C2\C(=O)NC(=O)N(c3ccccc3)C2=O)cc(OC)c1O,-8,-3,-2,-3,9,·,-9,1,0.9,-9
CC1CCC(C)(NS(=O)(=O)OCC(Cl)(Cl)Cl)CC1 (stereo unspecified),1,-15,-10,-5,-1,·,1,-7,1.1,2
Cc1ccc(N/N=C/c2c(O)n(-c3ccccc3)c(=O)[nH]c2=O)cc1,-10,5,-12,-2,-3,3,3,1,0.5,-1
CCOc1ccc(-n2c(O)c(C=NCCN(CC)CC)c(=O)[nH]c2=O)cc1,31,1,6,-2,25,6,-25,9,0.8,-7
CCOC(=O)[C@@]1(C#N)C(c2ccc(Cl)c(Cl)c2)[C@H](C(N)=O)N2C=C(C(C)=O)C=C[C@H]21 (stereo partly specified),-2,1,-3,-1,8,1,-8,10,1.7,-12
CCC1=Nc2cc(C(=O)N3CCC4(CC3)OCCO4)ccc2Sc2ccc(C)cc21,14,1,-2,-2,-24,13,24,-2,-1.9,-3
O=C(c1cn(Cc2ccccc2)c2ccccc12)N1CCCCC1,-5,-4,-5,2,4,-1,-4,6,0.0,-8
CCC(=Nc1ccccc1N)c1c(O)[nH]c(=O)[nH]c1=O,-19,-2,5,5,-3,3,3,-2,-0.1,-8
C[n+]1ccc(-c2ccccc2)c2ccccc21,-4,3,-8,5,12,·,-12,2,-0.4,-14
O=C1NC(=S)NC(=O)C1=Cc1c(Cl)cccc1Cl,-6,-3,11,0,-10,3,10,-5,-0.6,-3
C[C@]12CC[C@H](O)C[C@@H]1CC[C@@H]1[C@@H]2CC[C@]2(C)[C@@H](C(=O)O)C[C@@H]12,-4,-2,-10,-6,20,·,-20,14,13,-5
COCCNC(=O)CN1C2CCC1CC(O)(c1cccnc1)C2 (stereo unspecified),-2,0,-11,-3,20,-4,-20,-13,-0.1,-10
CNC(=O)Oc1ccc(C(=O)N2c3ccccc3NC(=O)C2C)cc1 (stereo unspecified),-14,1,-14,-9,0,-3,0,4,-0.1,-4
CCNC(=O)[C@H]1O[C@@H](n2cnc3c(N)ncnc32)[C@H](O)[C@@H]1O,5,1,-4,-8,2,·,2,2,0.5,-4
Cc1nnc(SCc2nc3ccccc3c(=O)n2-c2ccccc2Cl)n1N,13,-4,2,-5,11,·,-11,-6,0.6,-3
CC(NC(=O)Cc1cccc2ccccc12)C(=O)N1CCC(=O)CC1 (stereo unspecified),11,2,1,2,17,-6,-17,4,0.5,-7
CN1C(=O)N(C)C(=O)C2(Cc3cc(NC(=O)c4ccc(F)cc4)ccc3N3CCCC32)C1=O (stereo unspecified),19,1,-5,-5,-46,-1,46,-1,1.2,-10
OC(CCNCCc1c[nH]c2ccccc12)C(F)(F)Cl (stereo unspecified),5,-1,-9,-1,36,-1,-36,-5,0.9,1
CC[N+](CC)(CC)CCCOC(=O)C(O)(c1ccccc1)C1CCCCC1 (stereo unspecified),1,-1,-4,2,12,5,-12,-9,0.6,-10
O=C(Cc1ccccc1)Oc1cccc(N2C(=O)CCC2=O)c1,-1,-5,-7,1,13,0,-13,-2,-0.6,-1
CCN1CCN(C(=O)Cc2c(C)n(C(=O)c3ccc(Cl)cc3)c3ccc(OC)cc23)CC1,5,0,8,-1,-5,6,5,0,-1.3,6
O=C(O)COc1ccccc1/C=C1\C(=O)NC(=O)N(CCC2=CCCCC2)C1=O,35,15,4,-1,26,27,-26,-6,1.7,5
CN1CCC(n2nccc2N)CC1,-1,-1,-7,-3,15,-7,-15,-10,0.3,4
O=C(CCc1nc(-c2ccccc2F)no1)N1CCC2(CC1)OCCO2,-2,2,-2,0,23,·,-23,2,-0.2,-13
CC[n+]1c(-c2ccccc2)c2cc(N)ccc2c2ccc(N)cc21,6,3,-18,0,8,178*,-8,-13,-2.0,-6
CNC(C(=O)c1ccccc1)C(OC(C)C)c1ccc(Cl)cc1 (stereo unspecified),12,-5,14,-1,9,-3,-9,-3,2.1,2
O=[N+]([O-])c1ccc(C(c2ccc([N+](=O)[O-])cc2)c2ccc([N+](=O)[O-])cc2)cc1,-12,-2,-11,0,9,-2,-9,2,-1.7,1
Cc1ccsc1C(=O)C1CCCN(CCO)C1 (stereo unspecified),0,1,-13,-2,-1,7,1,2,1.8,1
CC(C)CNC(=O)/C=C/C=C/CCCCCC/C=C/c1ccc2c(c1)OCO2,-6,-3,-9,2,-19,·,19,-13,1.6,-10
CSc1nc(NC(C)C)nc(NC(C)C)n1,9,-3,-1,-2,19,-5,-19,-5,0.0,1
CCn1cc(C(=O)c2cccs2)c2ccccc21,19,-4,7,-2,-48,-1,48,3,-1.7,-5
COC(=O)C1=C(c2ccc(F)cc2OCc2ccccc2)C[C@@H]2CC[C@H]1N2C(=O)NC1Cc2ccccc2C1,18,-12,2,-2,-28,·,28,-3,0.9,4
CC(ON1CC1(C(F)(F)F)C(F)(F)F)(C(N)=O)C(N)=O (stereo unspecified),-18,1,-18,-3,-16,-2,16,-21,-1.5,3
COc1ccc(C(CNC(=O)c2ccc3c(c2)CCC3)N(C)C)cc1 (stereo unspecified),14,0,-5,2,5,1,-5,2,-0.1,2

# Reformatted: entries from further up
SMILES	Arr AP2 block	DAGLB inhibitor	PvdQ acylase	Keap1 Nrf2 FP	SR-BI DiI-HDL act	NSD2 HMT inh	SR-BI HDL uptake	PKA-R2B activ	C-LANA FP	Cardiac RTF inh
O=C(Cc1ccccc1)Oc1cccc(N2C(=O)CCC2=O)c1	-1	-5	-7	1	13	0	-13	-2	-0.6	-1
CCN1CCN(C(=O)Cc2c(C)n(C(=O)c3ccc(Cl)cc3)c3ccc(OC)cc23)CC1	5	0	8	-1	-5	6	5	0	-1.3	6
O=C(O)COc1ccccc1/C=C1\C(=O)NC(=O)N(CCC2=CCCCC2)C1=O	35	15	4	-1	26	27	-26	-6	1.7	5
CN1CCC(n2nccc2N)CC1	-1	-1	-7	-3	15	-7	-15	-10	0.3	4
O=C(CCc1nc(-c2ccccc2F)no1)N1CCC2(CC1)OCCO2	-2	2	-2	0	23	·	-23	2	-0.2	-13
CC[n+]1c(-c2ccccc2)c2cc(N)ccc2c2ccc(N)cc21	6	3	-18	0	8	178*	-8	-13	-2.0	-6
CNC(C(=O)c1ccccc1)C(OC(C)C)c1ccc(Cl)cc1 (stereo unspecified)	12	-5	14	-1	9	-3	-9	-3	2.1	2
O=[N+]([O-])c1ccc(C(c2ccc([N+](=O)[O-])cc2)c2ccc([N+](=O)[O-])cc2)cc1	-12	-2	-11	0	9	-2	-9	2	-1.7	1
Cc1ccsc1C(=O)C1CCCN(CCO)C1 (stereo unspecified)	0	1	-13	-2	-1	7	1	2	1.8	1
CC(C)CNC(=O)/C=C/C=C/CCCCCC/C=C/c1ccc2c(c1)OCO2	-6	-3	-9	2	-19	·	19	-13	1.6	-10
CSc1nc(NC(C)C)nc(NC(C)C)n1	9	-3	-1	-2	19	-5	-19	-5	0.0	1
CCn1cc(C(=O)c2cccs2)c2ccccc21	19	-4	7	-2	-48	-1	48	3	-1.7	-5
COC(=O)C1=C(c2ccc(F)cc2OCc2ccccc2)C[C@@H]2CC[C@H]1N2C(=O)NC1Cc2ccccc2C1	18	-12	2	-2	-28	·	28	-3	0.9	4
CC(ON1CC1(C(F)(F)F)C(F)(F)F)(C(N)=O)C(N)=O (stereo unspecified)	-18	1	-18	-3	-16	-2	16	-21	-1.5	3
COc1ccc(C(CNC(=O)c2ccc3c(c2)CCC3)N(C)C)cc1 (stereo unspecified)	14	0	-5	2	5	1	-5	2	-0.1	2

# High-throughput results deposited in PubChem BioAssay by several laboratories.

# This is a subset; the hit share may differ from the screen's.
